KCC2 mod = modulators of human KCC2 chloride dependent transport; hit rate 2.2% among 190,000; KCC2 cells, thallium flux FluoZin-2 fluorescence; B-score of Tl+ flux slope (higher = more flux/activation; lower = inhibition) at 10 µM;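 active = thallium flux slope and its plate-corrected score both differing from the plate sample mean at a set confidence after two filtering rounds, in either direction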;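 note: slope of fluorescence scaled to starting intensity during 10 to 20 s after thallium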
Rad51 HR inh = blocks human Rad51 in homologous recombination | Q06609 | hRad51 DNA strand exchange, fluorescence dequenching | inhibition, % at 10 µM | hit rate 0.085% among 200,000 | AID 1385;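 active = inhibition above 40% at the single screening dose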;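 note: 0% = DMSO control wells and 100% = blanks with heterologous ssDNA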
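Test system: preformed human Rad51 ssDNA filaments; also added: Donor/quencher-labelled 47-bp dsDNA substrate; doses: 10 µM final, single point; times: 37 °C 15-min filament assembly, 30-min compound preincubation, 15-min exchange; detection: FRET fluorescence dequenching, excitation 485 nm, emission 520 nm; read-out basis: Fluorescence-based percent inhibition, control- and blank-normalised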
FXIa inh = factor XIa (human) inhibition. purified FXIa, Boc-Glu-Ala-Arg-AMC fluorogenic substrate. inhibition, % at 5 µM. hit rate 0.14% among 220,000. AID 798;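 active = inhibition of at least 40%; inactive = inhibition below 40%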;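 note: fluorescence of freed AMC excited at 355 nm; 0% = enzyme without compound and 100% = no enzyme blank; many of its hits are not listed in these tables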
PERK inhibitor = blocks human PERK kinase; Q9NZJ5; CHO PERK-DD fusion, SEAP luminescence translation reporter; inhibition, % at 5.6 µM; hit rate 0.17% among 220,000;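 active = inhibition above the mean inhibition of all tested compounds plus 3 SD, set separately per screening campaign, cut at about 2.9% in these data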;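 note: PERK kinase domain activated by AP20187 dimerizer at 100 nM; 0% = DMSO with dimerizer and 100% = rapamycin at 8.4 µM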
Target sequence (Q9NZJ5 whole entry, looked up, the tested form may be a part): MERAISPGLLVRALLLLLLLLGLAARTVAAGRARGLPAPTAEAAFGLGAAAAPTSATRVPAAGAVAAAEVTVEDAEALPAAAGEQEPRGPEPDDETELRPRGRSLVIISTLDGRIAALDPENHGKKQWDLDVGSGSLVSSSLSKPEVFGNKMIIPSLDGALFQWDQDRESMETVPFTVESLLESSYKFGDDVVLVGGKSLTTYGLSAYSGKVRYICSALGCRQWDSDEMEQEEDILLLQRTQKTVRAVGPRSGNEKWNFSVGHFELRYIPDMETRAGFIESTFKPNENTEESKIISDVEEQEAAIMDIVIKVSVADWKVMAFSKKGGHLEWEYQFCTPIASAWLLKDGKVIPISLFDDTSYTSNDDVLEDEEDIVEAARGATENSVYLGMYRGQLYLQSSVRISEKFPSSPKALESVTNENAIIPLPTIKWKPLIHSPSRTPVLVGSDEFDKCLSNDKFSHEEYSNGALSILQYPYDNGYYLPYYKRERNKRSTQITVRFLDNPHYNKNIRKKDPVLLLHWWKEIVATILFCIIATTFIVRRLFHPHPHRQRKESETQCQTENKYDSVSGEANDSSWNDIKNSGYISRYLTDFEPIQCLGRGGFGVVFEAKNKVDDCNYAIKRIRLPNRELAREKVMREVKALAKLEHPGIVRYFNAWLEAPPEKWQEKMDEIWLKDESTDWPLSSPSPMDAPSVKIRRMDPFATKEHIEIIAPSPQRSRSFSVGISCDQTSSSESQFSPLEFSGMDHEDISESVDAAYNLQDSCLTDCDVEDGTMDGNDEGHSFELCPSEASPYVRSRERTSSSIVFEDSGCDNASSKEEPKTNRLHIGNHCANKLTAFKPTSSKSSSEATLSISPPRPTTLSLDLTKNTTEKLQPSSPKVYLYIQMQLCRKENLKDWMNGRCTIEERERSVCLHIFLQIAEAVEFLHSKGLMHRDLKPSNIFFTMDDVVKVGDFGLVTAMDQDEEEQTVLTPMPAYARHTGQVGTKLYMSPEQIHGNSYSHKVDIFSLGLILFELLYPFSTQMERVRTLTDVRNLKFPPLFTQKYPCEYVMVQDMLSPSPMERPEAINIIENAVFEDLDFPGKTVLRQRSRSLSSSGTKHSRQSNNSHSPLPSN
Furin inhibitor = human furin inhibition; P09958; purified furin, fluorogenic substrate cleavage; inhibition, % at 30 µM; hit rate 0.061% among 220,000; AID 463115; in the data active = inhibition above about 25%; note: inactives centre near -15
Calpain2 inh = inhibitors of pig calpain II | purified calpain II, fluorogenic peptide substrate, 30 min | inhibition, % at 16 µM | hit rate 0.37% among 220,000 | AID 1236;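 active = inhibition above about 50%, limit read from the data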
FXIIa inh = inhibitors of human coagulation factor XIIa; P00748; purified FXIIa, Boc-QGR-AMC fluorogenic substrate, 2 h; inhibition, % at 5 µM; hit rate 0.3% among 220,000; in the data active = inhibition above about 40%;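 note: 0% = enzyme with no compound and 100% = blank without enzyme; many of its hits are not listed in these tables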
Thrombin inh = blocks human thrombin protease activity. P00734. alpha-thrombin, Boc-VPR-AMC fluorogenic substrate cleavage. inhibition, % at 5 µM. hit rate 0.26% among 220,000;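 active = inhibition at or above 40%; inactive = inhibition below 40%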;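 note: 0% = enzyme with no compound and 100% = wells without enzyme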
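System: human alpha-thrombin protein; Compound dosing: one concentration per compound, 5 µM, with 0.2% DMSO; Timing: reaction at room temperature; Technique: AMC fluorescence, 355/460 nm; Controls: enzyme without compound as high, wells lacking enzyme as low.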
hK5 inh = blocks human kallikrein 5 protease activity. Q9Y337. recombinant hK5, fluorogenic AMC substrate cleavage. inhibition, % at 5 µM. hit rate 0.59% among 210,000. AID 873;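 active = inhibition of 40% or more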;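 note: 0% = enzyme controls without compound and 100% = no-enzyme blanks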
An asterisk follows results filed as active; . = no result given; [ ] = remark or other dose. Only part of the results is shown; the hit share may differ from the screen's.

SMILES | KCC2 mod | Rad51 HR inh | FXIa inh | PERK inhibitor | Furin inhibitor | Calpain2 inh | FXIIa inh | Thrombin inh | hK5 inh
CC(C)(C)C(=O)Nc1ccccc1N1CCN(C(=O)c2ccc(Cl)cc2)CC1 | -0.45 | -4 | 0 | -0.8 | 18[20 µM] | -31 | 2 | -5 | -21
O=c1c(N=Nc2ccc(O)cc2)c(-c2ccccc2)[nH]n1-c1ccc([N+](=O)[O-])cc1 | 3 | . | -2 | -0.2 | -10 | 42 | 7 | -4 | 0
CCOP(=O)(OCC)c1nc(-c2ccc(Cl)cc2Cl)oc1N1CCCCC1 | 0.46 | 6 | -3 | 0.6 | -23 | 1 | 4 | -2 | -3
Cc1cc(-c2n[nH]c(=S)n2/N=C/c2ccco2)n[nH]1 | -0.11 | . | 2 | 1.2 | -15 | -16 | 6 | -4 | 2
Cc1nc(-c2ccc(S(=O)(=O)N3CCCCCC3)cc2)cs1 | -0.3 | -4 | -12 | -0.8 | -22 | -11 | 6 | -2 | -24
COc1ccc(N2CCN(CC(O)COc3ccc([N+](=O)[O-])cc3)CC2)cc1 (stereo not drawn) | 0.52 | 10 | 2 | 0.6 | -8 | 5 | 6 | -5 | -14
Cn1cc(C=O)c2cc(F)ccc21 | -0.66 | 6 | -4 | 0.6 | -24 | -1 | 2 | -5 | -6
Cc1ccc(C(=O)OCC(=O)Nc2ccccc2Sc2ccccc2)cc1C | 0.29 | 1 | 6 | 0.5 | -2 | 30 | 3 | -12 | -21
COc1ccc(NC2CC(=O)N(CCc3ccccc3)C2=O)cc1 (stereo not drawn) | 0.52 | 1 | 10 | 0.8 | -21[20 µM] | 1 | 17 | 4 | -6
C(=N\n1cnnc1)/c1ccc(-c2ccccc2)cc1 | -0.27 | -3 | -8 | 0.3 | -22 | 35 | 1 | -3 | -9
CCN(CCC(=O)Nc1cc(OC)cc(OC)c1)Cc1ccccc1 | -0.27 | -6 | 7 | -0.7 | -14 | -26 | 16 | 21 | 34
CSCC[C@H](NC(=O)c1cccc([N+](=O)[O-])c1C)c1nc2ccccc2[nH]1 | 1 | -6 | -3 | -0.1 | -22 | 17 | -5 | -6 | -6
Cc1cc2oc(=O)cc(CN3CCN(C/C=C/c4ccccc4)CC3)c2cc1O | 0.46 | -8 | 6 | -0.5 | -19 | -12 | 9 | 6 | 5
Cc1cc2nnc(SC(C)C)n2c2ccccc12 | -1.8 | -2 | 8 | 0.1 | -21[20 µM] | -99 | 14 | 1 | -11
Nc1nc(CN2CCN(Cc3ccccc3)CC2)nc(Nc2ccc3c(c2)OCCO3)n1 | -0.049 | 1 | 9 | -1.4 | -28 | 0 | 21 | -1 | 3
Cc1nc(NC(=O)COC(=O)c2ccc(S(=O)(=O)N3CCc4ccccc4C3)cc2)c(Cl)cc1Cl | 0.28 | 12 | -6 | 1.9 | -16 | -27 | 2 | 3 | -11
COc1cc2c3nnc(-c4ccc(F)cc4)c-3cn(Cc3ccc(F)cc3)c2cc1OC | . | 5 | -8 | -0.5 | -61 | -148 | -1 | -4 | 6
CCCN(CCC)Cc1cc2ccccc2c2c1COC2 | . | -1 | 0 | -0.6 | -15[20 µM] | -5 | 5 | -1 | -6
Cc1cc(C)c(NC(=O)CS(=O)CC(=O)Nc2ccc(F)cc2F)c(C)c1 (stereo not drawn) | -0.19 | -5 | -1 | 0.9 | -27 | -11 | 12 | 0 | 2
COc1ccc(S(=O)(=O)N2CCN(c3cccc(C)c3C)CC2)cc1 | -0.28 | 2 | 1 | 0.8 | -27 | 16 | 9 | -1 | 1
CCOC(=O)c1ccc(NC(=S)N2CCN(c3ccc(N4CCOCC4)nn3)CC2)cc1 | -0.15 | -2 | -3 | 0.9 | -17 | -180 | 6 | -10 | -2
CC(=O)c1cccc(CN2CCN(CC=C(C)C)C(CCO)C2)c1 (stereo not drawn) | 1.3 | -4 | -2 | -0.9 | -10 | 21 | 7 | 0 | 1
COC(=O)c1ccc(C2C(C(=O)Nc3ccccc3C)=C(C)Nc3ncnn32)cc1 (stereo not drawn) | -0.64 | 5 | -6 | -0.2 | -19 | 12 | 8 | -5 | 21
COc1ccc(C(=O)/C=C/Nc2ccc(S(=O)(=O)Nc3cccc(C(C)=O)c3)cc2)cc1 | -1.5 | 5 | 4 | -0.6 | -8 | -100 | 9 | -5 | 5
Cc1cc(=O)n2c3c(sc2n1)C(=O)N(Cc1ccccc1)C3=O | . | -4 | 5 | -0.7 | -14 | -30 | 14 | 0 | -27

Next part (two carried over from the part before).
SMILES | KCC2 mod | Rad51 HR inh | FXIa inh | PERK inhibitor | Furin inhibitor | Calpain2 inh | FXIIa inh | Thrombin inh | hK5 inh
COc1ccc(C(=O)/C=C/Nc2ccc(S(=O)(=O)Nc3cccc(C(C)=O)c3)cc2)cc1 | -1.5 | 5 | 4 | -0.6 | -8 | -100 | 9 | -5 | 5
Cc1cc(=O)n2c3c(sc2n1)C(=O)N(Cc1ccccc1)C3=O | . | -4 | 5 | -0.7 | -14 | -30 | 14 | 0 | -27
CC(=O)CCS(=O)(=O)c1ccc(C)c(C)c1 | 0.97 | 1 | -7 | 0.6 | -11 | -35 | 4 | -8 | -5
O=C(O)CCCC(=O)Nc1ccccc1Oc1ccccc1 | 0.64 | -3 | -8 | 0.6 | -14 | -6 | 8 | 0 | -7
COc1ccc(C)cc1NS(=O)(=O)c1cn(C)c(=O)n(C)c1=O | 0.75 | 10 | 2 | -0.7 | -11 | -2 | 7 | -2 | -19
Cc1ccc(N2CCN(CC(O)COc3cccc4ccccc34)CC2)cc1 (stereo not drawn) | . | 11 | -1 | 1.2 | -25 | 20 | 4 | -3 | -4
COc1cnn(Cc2ccccc2)c(=O)c1SCc1ccccc1 | -1.2 | . | 7 | 0.0 | -17 | -7 | 9 | 1 | -5
COc1ccc(NC(=O)c2cc(-c3ccccc3OC)on2)cc1 | -5.9 | -3 | -1 | 0.6 | -22 | -41 | 9 | -6 | 13
O=C(Cc1ccc(-n2cnnn2)cc1)NC12CC3CC(CC(C3)C1)C2 | 0.63 | 9 | -14 | -0.1 | -2 | -27 | 16 | 4 | -18
Cc1sc2ncn(CC(=O)NCCc3ccccc3)c(=O)c2c1C | -0.96 | -1 | -7 | -0.2 | -12[20 µM] | 2 | 13 | -7 | 0
CN(C)C(CNC(=O)c1ccc(NC(=O)CC#N)cc1)c1ccccc1 (stereo not drawn) | 1.7 | -10 | -4 | 0.4 | -12 | -19 | 5 | -16 | -3
Cc1ccc(S(=O)(=O)Nc2nccs2)cc1[N+](=O)[O-] | -0.21 | -2 | 1 | 0.5 | -28 | -20 | 13 | -3 | 3
O=C(CC1Sc2ccccc2NC1=O)Nc1cccc(C(=O)O)c1 (stereo not drawn) | 0.11 | -1 | -4 | 0.9 | -16 | 2 | 17 | -6 | -1
CC(C)(C)C(=O)Oc1cc(N)n(S(=O)(=O)c2ccc(F)cc2)n1 | -0.15 | -5 | 13 | 0.7 | -12 | 5 | -3 | -1 | 14
O=C(Nc1nc2n(n1)C(c1ccc(F)cc1)CC(c1ccccc1)N2)c1ccco1 (stereo not drawn) | -0.3 | 12 | 2 | -0.3 | -16 | 22 | 22 | 3 | 2
CC(=O)c1cccc(CN2CCN(Cc3ccc(F)cc3)C(CCO)C2)c1 (stereo not drawn) | . | 4 | 19 | 0.2 | -17 | -11 | 15 | -12 | 2
Nc1nnnn1CC(=O)N/N=C/c1ccccn1 | 1.3 | -14 | 8 | 2.5 | -30 | -21 | 7 | 0 | 3
COc1cc(NC(=O)c2cc(C)on2)cc(OC)c1OC | 0.62 | 0 | 0 | 1.1 | -18 | -15 | 17 | 2 | -6
CCOC(=O)c1ccc(NC(=O)CCC(=O)OC)cc1 | 0.022 | -6 | 3 | -0.4 | -24 | -6 | 15 | 5 | 6
CCOc1ccccc1C(=O)N(CCC(=O)OC)c1ccccn1 | -0.28 | 0 | 8 | 0.1 | -17[20 µM] | -11 | 10 | 0 | 6
CC1=Nn2c(nc(-c3ccccc3)c2-c2ccccc2)NC(=O)C1Br (stereo not drawn) | -0.83 | 2 | 1 | -0.4 | -14[20 µM] | 8 | 10 | 2 | 3
Cc1c(C(=O)c2cccc([N+](=O)[O-])c2)c2ccccn2c1CCC#N | -0.51 | -7 | 7 | -0.9 | -9 | 10 | 9 | -3 | -6
CCOC(=O)Cn1c(=N)n(CCOc2ccc(OC)cc2)c2ccccc21 | -0.093 | -4 | 4 | -1.5 | -15[20 µM] | -3 | 6 | 1 | -26
CC(CN1CCOCC1)OC(=O)C(C)(c1ccccc1)c1ccccc1 (stereo not drawn) | 0.15 | 1 | 6 | -0.2 | -22[20 µM] | 7 | 15 | 3 | -6
CC1=C(C(=O)NCc2ccccc2)C(c2cccs2)n2ncnc2N1 (stereo not drawn) | 0.27 | -4 | 18 | 0.5 | -23 | 3 | 26 | 3 | -21
COc1ccc(Cl)cc1NC(=O)Cc1c(F)cccc1Cl | 2 | 9 | -3 | 0.8 | -8 | 2 | 4 | -5 | -8
CC1(c2ccccc2)O[C@@H]2C[C@H]3[C@@H]4CCC5=CC(=O)C=C[C@]5(C)[C@@]4(F)[C@@H](O)C[C@]3(C)[C@]2(C(=O)CO)O1 (stereo partly drawn) | -0.038 | -10 | -4 | -1.0 | -1 | 13 | 9 | -1 | 4

Look-ups from the list:
Under KCC2 mod, CC(CN1CCOCC1)OC(=O)C(C)(c1ccccc1)c1ccccc1 (stereo not drawn) has 0.15
Under hK5 inh, CC(=O)c1cccc(CN2CCN(Cc3ccc(F)cc3)C(CCO)C2)c1 (stereo not drawn) has 2
Under FXIIa inh, Cc1sc2ncn(CC(=O)NCCc3ccccc3)c(=O)c2c1C has 13
Under Furin inhibitor, CCOC(=O)Cn1c(=N)n(CCOc2ccc(OC)cc2)c2ccccc21 has -15[20 µM]
Under Rad51 HR inh, COc1cc(NC(=O)c2cc(C)on2)cc(OC)c1OC has 0

(next part)
SMILES | KCC2 mod | Rad51 HR inh | FXIa inh | PERK inhibitor | Furin inhibitor | Calpain2 inh | FXIIa inh | Thrombin inh | hK5 inh
O=C(CN1C(=O)NC2(CCCC2)C1=O)Nc1ccc(S(=O)(=O)N2CCOCC2)cc1 | 0.32 | . | 8 | -0.3 | -19 | 30 | 12 | -2 | 3
CC(C)CN1C(=O)c2ccc(C(=O)Nc3ccccn3)cc2C1=O | 0.53 | -6 | -11 | 0.6 | -26 | -17 | -2 | -11 | -4
O=C(COc1ncnc2ccc(Br)cc12)NCc1ccco1 | -0.31 | -10 | 3 | 1.3 | -15 | 4 | 6 | 2 | 8
O=C(CCc1ccccc1)NC(c1cccs1)c1cc(Cl)c2cccnc2c1O (stereo not drawn) | . | -8 | 9 | 0.2 | -9 | -42 | 17 | 21 | -25
O=C(O)c1ccc2oc(SCC(=O)N3CCCCC3)nc2c1 | -0.29 | 12 | 4 | 1.2 | -2[20 µM] | -4 | 6 | 4 | 2
COc1ccc(/C=C(/NC(=O)c2ccccc2Cl)C(=O)NCCCC(=O)O)cc1 | 1.4 | -11 | 1 | 0.5 | -14 | 20 | 10 | -4 | 6
CN1CCC(N(C)C(=O)c2ccccc2Nc2ccc(SC(F)F)cc2)CC1 | 0.29 | 6 | -9 | -0.4 | -10 | 2 | 7 | 3 | -19
Cc1cccc(N)c1-c1c(C)cccc1N | 0.7 | -5 | -3 | -0.1 | -8 | 33 | 4 | 1 | 1
Cc1cc[n+](-c2[nH]c(=O)sc2/C=N/N=C(\[O-])CCn2c3ccccc3c3ccccc32)cc1 | 0.28 | 3 | -3 | -1.0 | -2 | -14 | 5 | -7 | -4
CCCNC(=O)Nc1ccccc1SC | 0.22 | 4 | -7 | 0.4 | -24 | -18 | 2 | -7 | -4
